High-throughput results as filed in PubChem.
Lipid storage S3: qHTS Assay for Lipid Storage Modulators in Drosophila S3 Cells; Drosophila S3 cells, BODIPY lipid droplet fluorescence, 18-24 h; cells fed with added oleic acid; Potency in µM for hits, for the others lipid storage change, negative = inhibition, % at the top dose, mostly 46.1 µM; 320,000 tested, 0.64% active; AID 2685; active means well fitted inhibition curve with a large enough effect in the signal ratio, with a control signal flat, not every such curve was filed as active; inconclusive means small, poorly fitted or top-dose-only effect, or effect the other way, or a change in a side signal; the % refers to the signal ratio
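Laser-scanning cytometry quantifies lipid droplet accumulation (500–530 nm total intensity; droplet/cell object ratio) in oleic acid-fed (400 uM added) Drosophila S3 cells treated with a concentration series. 20 uM Triacsin C defined 100% inhibition.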
Lipid storage S3 cell count max: also measured in Lipid storage S3; calls as there; cell number change, %; measured here: cell count max response;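 cells counted by Cell Tracker Red CMTPX staining in the red channel; peak over a dose series mostly up to 46.1 µM; percent activity relative to internal control wells on each plate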
Numbers without * were called inactive; [ ] = another dose, or the depositor's remark. On the % scale 0 is the no-effect control and ±100 the full control effect; potency means the concentration at half of the fitted maximal effect. Not all compounds are listed (hit frequency here may not be typical).

`O=C(/C=C/c1ccccc1[N+](=O)[O-])OCC(=O)N1CCCC1` gave Lipid storage S3 inconclusive.
For COc1ccc(N2CC(C(=O)Nc3nnc(SCC(=O)N4CCCC4)s3)CC2=O)cc1 (stereo unspecified) the results were Lipid storage S3 inconclusive.
`CCCOc1ccc(-c2csc(NC(=O)CN3C(=O)CCC3=O)n2)cc1` gave Lipid storage S3 inconclusive.
For C=CCNC(=O)COC(=O)/C=C/c1cccs1 the results were Lipid storage S3 inactive and Lipid storage S3 cell count max 11.
N=C1C2=C3Sc4ccccc4N3CCCC2=NN1c1cccc(S(=O)(=O)O)c1 was read as Lipid storage S3 -3% and Lipid storage S3 cell count max 14.
For CC1CC(C)CN(c2oc(-c3ccccc3F)nc2C#N)C1 (stereo unspecified) the results were Lipid storage S3 10%.
For COc1ccc(-c2nnc3ccc(SCC(=O)Nc4nc5ccccc5s4)nn23)cc1OC the results were Lipid storage S3 12% and Lipid storage S3 cell count max 2.
Cc1onc(-c2ccccc2)c1C(=O)Nc1ccc(OC(C)C)cc1 was read as Lipid storage S3 8% and Lipid storage S3 cell count max 2.
Screening CCN(CC(=O)NCc1ccc(Cl)cc1)S(=O)(=O)c1ccc(F)cc1 returned Lipid storage S3 9% and Lipid storage S3 cell count max -5.
`CC1CCCC(C)N1Cc1cn2ccccc2n1` (stereo unspecified) gave Lipid storage S3 inconclusive.
`COc1cccc(NC(=O)/C=C/c2ccco2)c1` gave Lipid storage S3 inconclusive.
Screening Cc1ccc(Oc2ccc3c(c2)C(=O)N(c2ccc(S(=O)(=O)Nc4nccs4)cc2)C3=O)cc1 returned Lipid storage S3 1% and Lipid storage S3 cell count max -10.
Screening O=c1c2ccccc2c(-c2cccc(C(F)(F)F)c2)nn1-c1ccccc1 returned Lipid storage S3 11% and Lipid storage S3 cell count max -7.
For Cc1ccc2cc(C#N)c(NCc3ccco3)nc2c1 the results were Lipid storage S3 inconclusive.
Screening CCn1c(C)nnc1SCC(=O)Nc1ccc(Cl)cc1 returned Lipid storage S3 inconclusive.
`OC(Cc1cccnc1)(Cc1cccnc1)c1cc2ccccc2[nH]1` gave Lipid storage S3 -9% and Lipid storage S3 cell count max 6.
Screening Cc1cc(C)c(C#N)c(SCC(=O)NC(C)(C)C)n1 returned Lipid storage S3 inconclusive.
For Cc1ccc(C(=O)Nc2sc3c(c2C(=O)NCc2ccco2)CCCC3)cc1 the results were Lipid storage S3 inconclusive.
`COc1cc(CNC(C)c2ccccc2)c(Br)cc1OCC(N)=O` (stereo unspecified) gave Lipid storage S3 inconclusive.
`O=C(COc1ccccc1)NCC1CCCO1` (stereo unspecified) gave Lipid storage S3 0% and Lipid storage S3 cell count max -1.
For COc1ccc(C(=O)C(CN2CCOCC2)c2ccccc2)cc1F (stereo unspecified) the results were Lipid storage S3 -9% and Lipid storage S3 cell count max -11.
Screening Cc1cc(C)n(CC2CC(=O)N(c3cc(Cl)cc(Cl)c3)C2=O)n1 (stereo unspecified) returned Lipid storage S3 7% and Lipid storage S3 cell count max -12.
Screening O=C(C1=C(O)C(=O)N(CC2CCCO2)C1c1cccnc1)c1ccco1 (stereo unspecified) returned Lipid storage S3 inconclusive.
`O=C(CSCc1ccc(Cl)cc1)Nc1ccccc1O` gave Lipid storage S3 inconclusive.
For CC(C)n1c(COc2ccccc2)nc2ccccc21 the results were Lipid storage S3 inconclusive.
Screening Cc1cc(NC(=O)CSCC(=O)OCC(=O)Nc2cc(C)c(C)cc2[N+](=O)[O-])no1 returned Lipid storage S3 inconclusive.
O=C(COc1ccccc1Cl)N1CCc2ccccc2C1 was read as Lipid storage S3 -11% and Lipid storage S3 cell count max 9.
`O=C(COc1ccccc1)NNC(=S)NC(=O)c1ccccc1` gave Lipid storage S3 inconclusive.
For COc1cc2c(cc1OC)C(SC)=NC1(CCCC1)C2 the results were Lipid storage S3 inconclusive.
`Cc1cc(-c2nnc(CCC(=O)N(C)Cc3ccsc3)o2)no1` gave Lipid storage S3 9% and Lipid storage S3 cell count max 2.
Screening Cc1nc(SCC(=O)N2CC(=O)Nc3ccccc32)c2c(C)c(C)sc2n1 returned Lipid storage S3 -10% and Lipid storage S3 cell count max -11.
COC(=O)c1ccc(C2C(Oc3ccc(OC)cc3)C(=O)N2CCc2ccc(OC)c(OC)c2)cc1 (stereo unspecified) was read as Lipid storage S3 inconclusive.
Screening CC(C(=O)NC1CCCC1)N(Cc1ccco1)C(=O)c1snc(C(=O)NC2CCCC2)c1N (stereo unspecified) returned Lipid storage S3 inconclusive.
CCOc1cc(N2CCOCC2)c(OCC)cc1NC(=O)Cc1ccc(OC)c(OC)c1 was read as Lipid storage S3 inactive and Lipid storage S3 cell count max -29.
For COc1ccc(C(=O)NC(Nc2ccccc2)C(Cl)(Cl)Cl)cc1 (stereo unspecified) the results were Lipid storage S3 1%.
CC(=O)Nc1ccc(NC(=O)c2ccccc2N(Cc2ccccc2)S(C)(=O)=O)cc1 was read as Lipid storage S3 inconclusive.

11 compounds out of the list, arranged by heavy-atom count, rising.
`O=C(COc1ccccc1)NCC1CCCO1` (stereo unspecified) gave Lipid storage S3 0% and Lipid storage S3 cell count max -1.
`COc1cccc(NC(=O)/C=C/c2ccco2)c1` gave Lipid storage S3 inconclusive.
For Cc1ccc2cc(C#N)c(NCc3ccco3)nc2c1 the results were Lipid storage S3 inconclusive.
O=C(COc1ccccc1Cl)N1CCc2ccccc2C1 was read as Lipid storage S3 -11% and Lipid storage S3 cell count max 9.
`O=C(/C=C/c1ccccc1[N+](=O)[O-])OCC(=O)N1CCCC1` gave Lipid storage S3 inconclusive.
`O=C(COc1ccccc1)NNC(=S)NC(=O)c1ccccc1` gave Lipid storage S3 inconclusive.
`COc1cc(CNC(C)c2ccccc2)c(Br)cc1OCC(N)=O` (stereo unspecified) gave Lipid storage S3 inconclusive.
`OC(Cc1cccnc1)(Cc1cccnc1)c1cc2ccccc2[nH]1` gave Lipid storage S3 -9% and Lipid storage S3 cell count max 6.
For Cc1ccc(C(=O)Nc2sc3c(c2C(=O)NCc2ccco2)CCCC3)cc1 the results were Lipid storage S3 inconclusive.
For COc1ccc(N2CC(C(=O)Nc3nnc(SCC(=O)N4CCCC4)s3)CC2=O)cc1 (stereo unspecified) the results were Lipid storage S3 inconclusive.
COC(=O)c1ccc(C2C(Oc3ccc(OC)cc3)C(=O)N2CCc2ccc(OC)c(OC)c2)cc1 (stereo unspecified) was read as Lipid storage S3 inconclusive.

Further compounds follow:
`CC(=O)c1sc(NC(=O)CS(=O)(=O)c2ccccc2)nc1C` gave Lipid storage S3 inconclusive.
`O=C(CSc1ncn[nH]1)Nc1ccc(S(=O)(=O)Nc2ncccn2)cc1` gave Lipid storage S3 3% and Lipid storage S3 cell count max -2.
COc1ccc(N2CCN(C(=O)c3cc4cc(Cl)ccc4[nH]3)CC2)cc1 was read as Lipid storage S3 8% and Lipid storage S3 cell count max -2.
For CC(C)(C)NC(=O)NC(=O)COC(=O)CNC(=O)C1CCCCC1 the results were Lipid storage S3 -2% and Lipid storage S3 cell count max -4.
`CC(=O)NC1CSCC1OC(C)=O` (stereo unspecified) gave Lipid storage S3 inconclusive.
For COc1ccc(CNC(=O)CN(c2cc(C)cc(C)c2)S(=O)(=O)c2c(C)noc2C)cc1 the results were Lipid storage S3 inconclusive.
Screening O=S(=O)(NCc1cn2ccccc2n1)c1cccs1 returned Lipid storage S3 inconclusive.
`Cc1ccc(S(=O)(=O)N(C)c2ccc(N)cc2)cc1` gave Lipid storage S3 inconclusive.
Screening Cc1ccc(S(=O)(=O)/N=C(/c2ccc(F)cc2)N2CCCC2)cc1 returned Lipid storage S3 inconclusive.
Screening CCOC(=O)c1sc2nc(C(C)C)c3c(c2c1N)CC(C)(C)OC3 returned Lipid storage S3 inconclusive.
C=CCOc1c(Br)cc(CNc2ccc3[nH]c(=O)[nH]c3c2)cc1OCC was read as Lipid storage S3 inconclusive.
Screening CC1=C(C(=O)Nc2ccc(F)cc2)C(c2cccc(C)c2)n2nc(CCCO)nc2N1 (stereo unspecified) returned Lipid storage S3 25% and Lipid storage S3 cell count max -28.
Screening CCCCN=CC1=C(O)C(C(=O)OC)C(C)(C)CC1=O (stereo unspecified) returned Lipid storage S3 inconclusive.
Cc1ccccc1NC(=O)NCCCCc1ccccc1 was read as Lipid storage S3 inconclusive.
C/C(=N/Oc1nc(C)cc(C)n1)c1ccccc1 was read as Lipid storage S3 inactive.
For Cc1cc(/C=N/O)c(C)n1-c1ccccc1 the results were Lipid storage S3 inconclusive.
`COc1cccc(CC2CC(=O)N(CCc3ccc4c(c3)OCO4)C2=O)c1` (stereo unspecified) gave Lipid storage S3 inconclusive.
`COc1ccc2c(c1)C(=NO)c1cc(OC)ccc1-2` gave Lipid storage S3 inactive.
`CCCN1CCN(S(=O)(=O)c2ccc(-c3cc(C)no3)s2)CC1` gave Lipid storage S3 15% and Lipid storage S3 cell count max 3.
Fc1cc2[nH]c(=S)[nH]c2c(Br)c1N1CCSCC1 was read as Lipid storage S3 -3% and Lipid storage S3 cell count max 0.
For COc1cc(-c2nnc(COC(=O)CSCC(=O)Nc3cc(C)on3)o2)cc(OC)c1OC the results were Lipid storage S3 inconclusive.
Screening COc1ccc(NC(=O)CSc2nc3c(c(=O)n2-c2ccc(F)cc2)SCC3)c(OC)c1 returned Lipid storage S3 inconclusive.
`COc1ccccc1CCNC(=O)CSc1nc(=O)[nH]c2c1CCC2` gave Lipid storage S3 13% and Lipid storage S3 cell count max -7.
Screening O=C(COC(=O)c1ccc(OC(F)(F)F)cc1)NCCN1C(=O)CSC1=O returned Lipid storage S3 inconclusive.

The list goes on (two carried over from the part before).
`COc1ccccc1CCNC(=O)CSc1nc(=O)[nH]c2c1CCC2` gave Lipid storage S3 13% and Lipid storage S3 cell count max -7.
Screening O=C(COC(=O)c1ccc(OC(F)(F)F)cc1)NCCN1C(=O)CSC1=O returned Lipid storage S3 inconclusive.
`NCCCC(=O)N1c2ccccc2Sc2ccc(Cl)cc21` gave Lipid storage S3 inconclusive.
For Cc1cc(C(=O)CSc2nnc(-c3cccc(F)c3)n2N)c(C)n1Cc1ccc2c(c1)OCO2 the results were Lipid storage S3 inconclusive.
COc1ccc(Oc2ccccc2C#N)cc1 was read as Lipid storage S3 inactive[9.22 µM] and Lipid storage S3 cell count max -9.
For Cc1ccc(S(=O)(=O)NC(C)C(=O)OCC(=O)N(C)c2ccccc2)cc1 (stereo unspecified) the results were Lipid storage S3 inconclusive.
CC(=O)NC(CC(=O)NCCN1C(=O)S/C(=C\c2ccccc2)C1=O)c1ccccc1 (stereo unspecified) was read as Lipid storage S3 6% and Lipid storage S3 cell count max -8.
For COc1ccc(N(C(=O)c2ccco2)C(C(=O)NC2CCCC2)c2ccc(N3CCOCC3)cc2)c(OC)c1 (stereo unspecified) the results were Lipid storage S3 inactive and Lipid storage S3 cell count max 19.
For CC(C)c1nnc(NC(=O)CCC(=O)NC2CC2)s1 the results were Lipid storage S3 inconclusive.
`Cc1nn(C)cc1-c1n[nH]c(=S)n1-c1ccc(Cl)cc1` gave Lipid storage S3 10%.
O=C(Nc1nc(-c2ccc3c(c2)OCCO3)cs1)C1CCCC1 was read as Lipid storage S3 inconclusive.
For CC1(C)OC(c2ccccc2)=C/C(=C/C=N/NC(=O)c2ccncc2)O1 the results were Lipid storage S3 inconclusive.
Screening CCOc1ccc(Br)cc1CNCCN1CCOCC1 returned Lipid storage S3 -5% and Lipid storage S3 cell count max 2.
CC1(C)CCC(=O)N2CC[C@H]3C[C@H](OC(=O)Nc4ccc5c(c4)OCO5)C[C@@H]1[C@H]32 was read as Lipid storage S3 inconclusive.
For C#CCOCCOCCOCCNc1nc(N2CCN(C(=O)CCCCCCCCCCNC(=O)Cn3cc(C[C@@H](C)O)nn3)CC2)nc(N2CCN(C(=O)CCCCCCCCCCNC(=O)[C@@H]([C@H](C)CC)n3cc(CCCCCN)nn3)CC2)n1 the results were Lipid storage S3 inconclusive.
CCOc1ccc(CNCCNC(=O)c2nonc2N)cc1 was read as Lipid storage S3 -2% and Lipid storage S3 cell count max 15.
Cc1nc(NCCO)c2nnn(Cc3ccccc3F)c2n1 was read as Lipid storage S3 inconclusive.
Screening COc1cccc(/C=N/Nc2snc(SC)c2C#N)c1O returned Lipid storage S3 inconclusive.
`O=C(Nc1ccc(C(F)(F)F)cc1)C1CCCN1S(=O)(=O)c1cccc2cccnc12` (stereo unspecified) gave Lipid storage S3 inactive and Lipid storage S3 cell count max -11.
`CSc1ccccc1C(=O)NCc1ccc2c(c1)OCO2` gave Lipid storage S3 inconclusive.
Cc1cccc(C)c1NC(=O)CCn1cnc2ccccc2c1=O was read as Lipid storage S3 inconclusive.
For Cc1ccccc1C(=O)Oc1cc(N)n(S(C)(=O)=O)n1 the results were Lipid storage S3 inconclusive.
For COc1ccc(-c2oc3cccnc3c2-c2ccc(OC)nc2)cc1 the results were Lipid storage S3 inconclusive.
For Cc1ccc(C(=O)Nc2ccccc2SCC2CSc3nc4ccccc4c(=O)n32)cc1 (stereo unspecified) the results were Lipid storage S3 -14% and Lipid storage S3 cell count max -14.
Screening COc1ccc(-c2nnc(NC(=O)c3ccc([N+](=O)[O-])o3)o2)c(OC)c1 returned Lipid storage S3 inconclusive.
Screening Cc1nc(SCC(=O)NCc2ccco2)c2c(=O)n(C)c(=O)n(CC(C)C)c2n1 returned Lipid storage S3 inconclusive.
CCc1ccccc1NC(=O)CN1CCN(C(=O)CNC(=O)Cc2cccc3ccccc23)CC1 was read as Lipid storage S3 13% and Lipid storage S3 cell count max -21.
O=C(c1cccc(S(=O)(=O)N2CCOCC2)c1)N1CCCC(C(F)(F)F)C1 (stereo unspecified) was read as Lipid storage S3 -8% and Lipid storage S3 cell count max 0.
COC(=O)CCC(=O)OC1(C)C(=O)C=C2C=C(C3CC3)N(CCN3CCOCC3)C=C2C1=O (stereo unspecified) was read as Lipid storage S3 -7% and Lipid storage S3 cell count max 10.
